# RmlCD inh mix: RmlC and RmlD coupled enzyme inhibitors, primary screen, biochemical, 384-well, compound mixtures, retest; 110,000 compounds, 0.39% hits; inhibition, % at 5.5 µM; RmlC/RmlD coupled enzyme inhibition, 384-well mixture HTS; in the data active = inhibition above about 30%, passing the limit was not always enough; also: strong numbers were not always called active
# HIV RNase H inh: HIV-1 RT RNase H inhibitors, primary screen, biochemical, fluorescence | inhibition, % at 10 µM | Gag-Pol polyprotein (Human immunodeficiency virus type 1 group M subtype B (isolate … | RT-RNase H RNA/DNA duplex cleavage | 65,000 compounds, 1.9% hits | AID 565, 2006; in the data active = inhibition above about 50%
# Numbers without * were called inactive; x = not tested or not shown. Only part of the results is shown; count on the stated rates, not on these rows.
SMILES,RmlCD inh mix,HIV RNase H inh
C=CCn1c(COc2ccccc2F)nnc1SCC(=O)N1CC(=O)Nc2ccccc21,128.3,1.7
Cc1ccc(S(=O)(=O)C(C#N)c2nc3ccccc3nc2N2CCCC2)cc1 (centres undefined),-0.7,-3.7
COc1ccc(-c2nn(-c3ccccc3)cc2C(=O)N2CCOCC2)cc1,-1.7,-1.4
O=C(/C=N/O)Nc1ccccc1,-13.2,1.0
COC(=O)C1CCN(C(c2ccc(OC)c(OC)c2)c2sc3nc(C)nn3c2O)CC1 (centres undefined),-8.6,0.9
Cc1ccc(C)c(NC(=O)CCc2ccc(S(=O)(=O)NC3CCCCC3)cc2)c1,-1.2,x
COc1cc(OC)c(C2N(c3ccc(Cl)cc3)C(=O)C3CCCN32)cc1OC (centres undefined),-3.0,-9.5
CCOC(=O)N1CCC(Nc2nc(OC)nc(OC)n2)CC1,4.3,x
CC1(C)CC2(CCO1)CNC(=O)O2 (centres undefined),-197.4,-4.2
CC1(c2nnc(-c3ccc(F)cc3)o2)CC(c2cccnc2)=NO1 (centres undefined),-2.8,x
CCSc1nnc(NC(=O)c2cnccn2)s1,0.9,3.5
Cc1cccnc1-n1c(-c2ccco2)nc2ccccc2c1=O,7.5,0.1
O=C(Nc1cc(C(F)(F)F)ccc1N1CCOCC1)c1cccnc1Cl,-0.8,x
O=C(NC1CCCC1)C1CCC(=O)N1C1CCCC1 (centres undefined),-14.4,-8.0
O=C(NCC1CC1)c1ccc(Nc2nc3ccc(Br)cc3[nH]2)cc1,-15.4,x
O=C(CC1C(=O)NCCN1C(=O)Nc1ccccc1)Nc1ccc2c(c1)OCO2 (centres undefined),12.8,1.3
COc1ccc2c(c1)CC/C(=C\c1ccc(OC)c(Cn3nc(C)cc3C)c1)C2=O,-4.4,x
CC1(C)CC(=O)C=C(NC2CC(C)(C)NC(C)(C)C2)C1,-6.6,-4.6
CC1(C)Cc2ccccc2-c2nc3ccccc3c(=O)n21,x,-21.3
O=S(=O)(Nc1nc(-c2sccc2Cl)cs1)c1cc(Cl)ccc1Cl,-14.1,x
O=C(CN1CCN(c2ccc(F)cc2)CC1)Nc1ccc(F)c(F)c1,-0.7,0.9
Cc1ccc(S(=O)(=O)N2CCC(C(=O)OCC(=O)N3CCc4ccccc43)CC2)cc1,-14.8,-5.2
Cn1c(=O)c2c(SCc3c(F)cccc3Cl)nc(CC(C)(C)C)nc2n(C)c1=O,-12.5,x
CC1CCN2c3nc4ccccn4c(=O)c3CC3(C(=O)N(C)C(=O)N(C)C3=O)C2C1 (centres undefined),-0.5,-6.3
COCCNC(=O)CSc1nc2cc(OC)c(OC)cc2c(=O)n1CCC1=CCCCC1,4.9,-15.2
# The list goes on:
SMILES,RmlCD inh mix,HIV RNase H inh
Cc1cc(C)nc(Nc2n[nH]c(Cc3ccccc3)n2)n1,7.2,-10.8
O=C(NCCN1CCCCCC1)C1CC(=O)N(CCc2ccccc2)C1 (centres undefined),-3.8,-12.2
COc1ccc(OCC(=O)NN2Cc3ccccc3C2=N)cc1,-13.9,x
CCCCC1CCC(C(=O)Nc2ccc(S(=O)(=O)Nc3nccs3)cc2)CC1 (centres undefined),-4.8,x
Cc1ccn2c(C(=O)N/N=C\c3cccs3)c(C)nc2c1,11.0,x
O=C(Cc1cccs1)Nc1ccc(N2CCOCC2)cc1,2.5,x
c1cnc2c(SCc3ccc(-c4nnco4)cc3)cccc2c1,4.1,-37.5
CC1Cc2ccccc2N1S(=O)(=O)c1cccc(C(=O)OCC(=O)NC2CCS(=O)(=O)C2)c1 (centres undefined),10.3,-13.8
COc1ccc(/C=C/C(=O)NC(=S)Nc2ccccc2C(=O)NC2CCCCC2)cc1,3.2,x
COc1cc(NC(=O)CN(c2ccc(C)cc2)S(=O)(=O)c2c(C)n[nH]c2C)cc(OC)c1,5.3,5.6
CC(=O)OCCCNc1cc(Sc2nc3ccccc3s2)c2nonc2c1[N+](=O)[O-],13.2,x
CC(=O)OC1COC(N2CCc3cc([N+](=O)[O-])ccc32)C(OC(C)=O)C1OC(C)=O (centres undefined),4.9,x
O=C(c1scc2c1CCCC2)N1CCOCC1,-11.2,-4.1
CCOC(=O)Cn1nc(C)c(-c2ccccc2)c1N,-12.3,-14.2
CCOC(=O)N1CCN(C(=O)c2ccc3c(=O)n(CCOC)c(=O)[nH]c3c2)CC1,x,-10.7
COc1nc2ccccc2cc1-c1noc(-c2cccnc2)n1,x,-2.5
COc1ccccc1CNC(=O)COc1ccccc1OC,8.1,-22.4
Cc1ccc(CN2CC(C(=O)Nc3cc(S(C)(=O)=O)ccc3Cl)CC2=O)cc1 (centres undefined),-0.3,x
O=C(C1=C(O)C(=O)N(c2ncccn2)C1c1ccc(Cl)c(Cl)c1)c1ccco1 (centres undefined),-7.8,-3.4
Cc1oc2c(CN3CCCC3)c(O)ccc2c(=O)c1-c1ccccc1,11.9,-5.6
CC12CCC(C(=O)N3CCN(c4ccccc4)CC3)(CC1=O)C2(C)C (centres undefined),7.8,-0.8
COc1cc2c(cc1OC)CN(c1ccc(-c3ccccc3OC)nn1)CC2,-9.0,-0.9
CS(=O)(=O)c1ccc2c(c1)SC1=NC(=O)/C(=C/c3ccco3)C(=N)N12,-8.9,x
Cc1onc(-c2ccccc2)c1C(=O)n1cc(Br)cn1,4.1,x
CC(C)c1ccc(NC(=O)N(CCc2nc3ccccc3[nH]2)C2CCCC2)cc1,26.1,x
# New compounds follow.
SMILES,RmlCD inh mix,HIV RNase H inh
Cc1cc(=O)[nH]c(SCC(=O)N2CCCCCC2)n1,-11.0,-9.6
COc1ccc(CCNC(=O)c2ccc(CS(=O)(=O)c3ccc(C)cc3)o2)cc1OC,5.4,x
COC(=O)[C@@H](NC(=O)Nc1cccc(OC)c1)C(C)C,36.3,x
O=C(NC1CCCCC1NC(=O)c1ccco1)c1ccco1 (centres undefined),-14.8,2.6
O=C(Cn1ccc(C(F)(F)F)n1)Nc1ccc(S(=O)(=O)NCc2ccco2)cc1,36.7,-7.5
CCc1nnc(NC(=O)CN2CCOCC2)s1,-5.4,0.9
O=C(Nc1nccs1)C1(S(=O)(=O)c2ccc(Cl)cc2)CC1,-1.8,-3.9
COc1ccc(C(=O)Nc2nc(-c3ccc(S(=O)(=O)N4CCOCC4)cc3)cs2)cc1,-26.7,x
Nc1ncnc2c1nc(Sc1ccc(Cl)cc1)n2[C@@H]1O[C@@H]2COP(=O)(O)O[C@H]2[C@H]1O,6.5,x
CCOC(=O)C(c1ccccc1)N1CCN(c2ccc(OC)cc2)CC1 (centres undefined),-13.0,0.6
Cc1cc(NC(=O)c2ccccc2-c2ccccc2C(=O)O)no1,x,0.6
CCN(CC)C(=O)CSc1nnc(-c2ccco2)o1,-11.9,x
COc1ccccc1CNC(=O)C(CC(C)C)NC(=O)C1CCC(C)CC1 (centres undefined),-6.7,x
Cc1csc2nc(CCNS(=O)(=O)c3cccs3)cn12,-1.9,-14.8
Cn1nc(C(F)(F)F)c2cc(C(=O)Nc3ccc(F)cc3F)sc21,11.1,x
Cc1cc(NC(=O)c2cnn3c(C(F)(F)F)cc(-c4ccc(Br)cc4)nc23)no1,42.3,x
COc1ccc(S(=O)(=O)N2CCC(C(=O)NC3CC3)CC2)cc1Cl,-13.3,-1.6
Cc1ccccc1N(Cc1ccccc1F)S(C)(=O)=O,-12.3,x
O=c1nc2s/c(=C\c3ccco3)c(=O)n2nc1Cc1ccc(F)cc1,-11.2,53.1*
O=C(CC1CCCCC1)NC1CCCC1,-5.0,-1.9
CCOc1ccc(/C(O)=C2\C(=O)C(=O)N(CCN(C)C)C2c2cc(OC)ccc2OC)cc1Cl (centres undefined),x,5.4
CCCCOc1ccccc1C(=O)NCCCC(=O)O,-5.7,1.5
O=C(CN1CCN(Cc2ccccc2)CC1)Nc1cccc(C(F)(F)F)c1,13.0,x
CCOC(=O)c1c(C)c(C(=O)NCc2ccc3c(c2)OCO3)c(C)n1CC,x,-2.6
CC(C)Sc1nc2c(c(=O)[nH]c(=O)n2C)n1Cc1ccc(Cl)cc1,4.3,27.4

# Part of the list above, with two lines to a compound:
# Below each compound: RmlCD inh mix	HIV RNase H inh
CCN(CC)C(=O)CSc1nnc(-c2ccco2)o1
 : -11.9	x
COc1ccccc1CNC(=O)C(CC(C)C)NC(=O)C1CCC(C)CC1 (centres undefined)
 : -6.7	x
Cc1csc2nc(CCNS(=O)(=O)c3cccs3)cn12
 : -1.9	-14.8

# Remaining list, next part
SMILES,RmlCD inh mix,HIV RNase H inh
COc1ccc(C(=O)CSc2nn3c(=O)c(C(C)(C)C)nnc3s2)cc1,-6.3,-5.1
CC(=O)c1ccccc1OCCn1nnc(-c2ccc(C)cc2)n1,10.1,-21.0
Cc1ccc(OCCCN2C(=O)C(=O)c3cccc(C)c32)cc1,10.6,x
O=S(=O)(N1CCCCCC1)N1CCN(S(=O)(=O)N2CCOCC2)CC1,11.9,-1.6
Cc1csc2nc(CNS(=O)(=O)c3ccc4c(c3)OCCO4)cn12,-7.3,-34.1
COC(=O)c1cc(COC(=O)c2ccc3ccccc3n2)oc1C,5.0,-7.6
O=C(Nc1ccc(F)cc1)N1CCN(c2ccc3nnc(-c4ccc(F)cc4)n3n2)CC1,-5.1,x
O=C(Nc1ccc(S(=O)(=O)N2CCOCC2)cc1)c1ccc(CN2CCc3ccccc3C2)cc1,-6.3,x
Cc1ccc2[nH]c(=O)c(CN(CCCN(C)C)C(=O)Nc3cccc(Cl)c3)cc2c1,4.9,x
O=C(CCNS(=O)(=O)c1ccc(Cl)cc1)NCc1ccccn1,4.2,-7.8
Cc1ccc(NC(=O)CSc2nnc(-c3ccccn3)n2C)cc1,-0.1,-7.0
C/C=C/C(=O)Nc1cccc(C2=NOC3(C2)C[C@@H](C(N)=O)N(C(=O)/C(C)=C/C)C3)c1 (some centres undefined),7.3,x
O=C(NCC(c1cccnc1)N1CCN(c2ccc(F)cc2)CC1)c1ccccc1 (centres undefined),-7.1,-19.9
CCOc1ccc(-n2c(SCc3nc(-c4cccs4)no3)nnc2-c2ccncc2)cc1,8.9,-1.1
N=c1c(C(=O)NC2CCCC2)cc2c(=O)n3ccccc3nc2n1CCN1CCOCC1,3.4,-0.6
O=c1c2cnn(-c3ccccc3)c2nc(-c2cccs2)n1-c1ccc(Br)cc1,-3.9,x
CSc1ccccc1NC(=O)c1ccc(Cl)s1,-16.1,x
O=C(Oc1cccc(NC(=O)c2ccccc2Cl)c1)c1ccc([N+](=O)[O-])cc1,-6.9,x
Cc1cnc(C(=O)OCC(=O)Nc2oc(-c3ccccc3)c(-c3ccccc3)c2C#N)cn1,9.0,10.1
Cc1onc(-c2ccccc2Cl)c1C(=O)Nc1nnc(C(C)C)s1,-4.1,-6.3
COc1ccc(NC(=O)Nc2ccc3c(c2)N(C)C(=O)CS3)cc1OC,-16.3,0.1
CC(=O)Nc1nnc(SCc2cccc(F)c2)s1,x,-9.1
Cc1ccc(C)c(S(=O)(=O)NC(CCC(N)=O)C(=O)O)c1 (centres undefined),-0.3,1.8
O=C(CN1CCN(c2nc(-c3ccc(F)cc3)cs2)CC1)Nc1ccc2c(c1)OCO2,12.6,3.0

# Profiles as entered above:
# Cc1onc(-c2ccccc2Cl)c1C(=O)Nc1nnc(C(C)C)s1 reads RmlCD inh mix = -4.1; HIV RNase H inh = -6.3
# Cc1ccc(OCCCN2C(=O)C(=O)c3cccc(C)c32)cc1 reads RmlCD inh mix = 10.6; HIV RNase H inh = x

# Three entries drawn at random from the list so far, as already listed:
SMILES,RmlCD inh mix,HIV RNase H inh
O=C(NCCN1CCCCCC1)C1CC(=O)N(CCc2ccccc2)C1 (centres undefined),-3.8,-12.2
COC(=O)[C@@H](NC(=O)Nc1cccc(OC)c1)C(C)C,36.3,x
O=C(CC1CCCCC1)NC1CCCC1,-5.0,-1.9

# Source: PubChem BioAssay
